UGM FP inh: M. tuberculosis UGM enzyme inhibitors, primary screen, biochemical, fluorescence polarization, single point | UDP-galactopyranose mutase (Mycobacterium tuberculosis (strain ATCC 25618 / H37Rv)), … | inhibition, % at 10 µM | 320,000 compounds, 0.06% hits | purified UGM, fluorescence polarization probe displacement; in the data active = inhibition above about 10%, passing the limit was not always enough
Target sequence (P9WIQ1 whole entry, looked up): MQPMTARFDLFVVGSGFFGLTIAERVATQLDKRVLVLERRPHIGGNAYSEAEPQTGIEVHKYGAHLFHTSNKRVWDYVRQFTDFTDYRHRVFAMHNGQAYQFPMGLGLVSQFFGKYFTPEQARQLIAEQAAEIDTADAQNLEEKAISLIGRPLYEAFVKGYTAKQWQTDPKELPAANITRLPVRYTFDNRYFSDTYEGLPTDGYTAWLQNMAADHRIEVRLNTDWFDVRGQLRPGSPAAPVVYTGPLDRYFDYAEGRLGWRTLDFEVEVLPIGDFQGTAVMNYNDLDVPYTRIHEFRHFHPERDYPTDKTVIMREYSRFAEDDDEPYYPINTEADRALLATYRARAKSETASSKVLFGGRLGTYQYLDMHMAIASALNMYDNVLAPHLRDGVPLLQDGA
Mtb FBA inh: Mtb FBA enzyme inhibitors, primary screen, biochemical, fluorescence, strain H37Rv. purified M. tuberculosis FBA, fluorescence read-out. inhibition, % at 1 µM. 360,000 compounds, 2.3% hits; in the data active = inhibition above about 27%;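 note: 0% = vehicle and 100% = reference inhibitor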
Target sequence (P9WQA3 whole entry, looked up): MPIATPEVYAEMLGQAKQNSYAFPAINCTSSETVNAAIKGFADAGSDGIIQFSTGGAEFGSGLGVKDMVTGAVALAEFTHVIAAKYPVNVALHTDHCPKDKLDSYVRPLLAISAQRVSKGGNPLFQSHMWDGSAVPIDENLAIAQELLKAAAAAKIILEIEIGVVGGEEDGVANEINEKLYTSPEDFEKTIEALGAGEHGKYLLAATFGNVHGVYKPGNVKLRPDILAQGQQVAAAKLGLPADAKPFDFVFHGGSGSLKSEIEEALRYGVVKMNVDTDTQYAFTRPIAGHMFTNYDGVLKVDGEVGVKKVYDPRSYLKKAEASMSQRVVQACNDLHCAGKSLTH
Vc quorum ag: inducers of Vibrio cholerae quorum light production without autoinducers, primary screen, BH1578 luxS cqsA deficient, single point; activation, % at 18.7 µM; V. cholerae BH1578 lux reporter, luminescence, 6 h; 350,000 compounds, 0.16% hits; in the data active = activation mostly above about 9.7%, no sharp cut-off; note: not every result past the cut was called active; inactives centre near 0; reference of the scale not given here
GDH-TPI inh: GDH-TPI coupling enzyme inhibitors, primary screen, artefact control for M. tuberculosis FBA inhibitor project, biochemical, absorbance, full deck. AID 588335, 2011. 360,000 compounds, 1.2% hits. GDH-TPI coupled enzyme counterscreen, NADH absorbance. inhibition, % at 4.8 µM; in the data active = inhibition above about 30%;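 note: 0% = DMSO wells and 100% = wells lacking the enzyme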
TcdB inh: TcdB glycohydrolase inhibitors, primary screen, biochemical, single point, plate reader | Toxin B (Clostridioides difficile), P18177 | TcdB glycohydrolase enzymatic assay | inhibition, % at 9.99 µM | 350,000 compounds, 0.24% hits; in the data active = inhibition above about 10%
Yp Topo-I inh: Yersinia pestis topoisomerase I inhibitors, primary screen, biochemical, cleavage product accumulation, plate reader, single point; DNA topoisomerase I (Yersinia pestis CO92); Y. pestis Topo-I cleavage product accumulation; activity, % at 10 µM; 360,000 compounds, 0.064% hits; in the data active = activity above about 50%, passing the limit was not always enough; note: inactives centre near 2
FadD28 binding: inhibitors of FadD28 bisubstrate probe binding, primary screen, biochemical, fluorescence polarization, single point | AID 588549, 2011 | 360,000 compounds, 0.22% hits | Mycobacterium tuberculosis FadD28 fatty-acid-AMP ligase | inhibition, % at 12.5 µM; in the data active = inhibition above about 8.5%, passing the limit was not always enough
BioA inh: M. tuberculosis BioA enzyme inhibitors, primary screen, biochemical, plate reader, single point, HTS | 7,8-diaminopelargonic acid synthase BioA (Mycobacterium tuberculosis) | purified M. tuberculosis BioA enzyme | inhibition, % at 9.99 µM | 360,000 compounds, 0.096% hits; in the data active = inhibition above about 40%
PfHsp40 yeast: rescue of yeast from PfHsp40 toxicity, primary screen, S. cerevisiae, ATP luminescence. S. cerevisiae expressing PfHsp40, growth rescue. growth rescue, % at 12.5 µM. 340,000 compounds, 0.68% hits; in the data active = growth rescue above about 28%, passing the limit was not always enough;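 note: yeast W303a lacking pdr1 and pdr3 grown in galactose medium; growth measured after three days at 30 °C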
The depositor's hits bear a star; i = inactive; / = not tested or not shown. This is a random part of the collection; overall some 4.6% were active at least once.

A first look, two compounds:
Order of values – Vc quorum ag	Mtb FBA inh	PfHsp40 yeast	BioA inh	TcdB inh	FadD28 binding	Yp Topo-I inh	GDH-TPI inh	UGM FP inh
O=C(c1ccoc1)N1CCN(c2cc(-c3cccc(F)c3)nc3cc(-c4cccc(Cl)c4)nn23)CC1
    -0.3	17	/	/	0.6	-1.1	2	11	/
CCCCN(C=O)c1c(CC)nc2ccc(C(=O)NCCCN3CCCC3=O)cn12
    i	-1	/	1.5	0.5	-3.4	-2	6	/

This part in full, from the start:
Order of values – Vc quorum ag	Mtb FBA inh	PfHsp40 yeast	BioA inh	TcdB inh	FadD28 binding	Yp Topo-I inh	GDH-TPI inh	UGM FP inh
O=C(c1ccoc1)N1CCN(c2cc(-c3cccc(F)c3)nc3cc(-c4cccc(Cl)c4)nn23)CC1
    -0.3	17	/	/	0.6	-1.1	2	11	/
CCCCN(C=O)c1c(CC)nc2ccc(C(=O)NCCCN3CCCC3=O)cn12
    i	-1	/	1.5	0.5	-3.4	-2	6	/
Cc1cc(SCC(=O)Nc2cccc(S(=O)(=O)NC3=NCCCCC3)c2)nc2ccccc12
    -0.2	-1	-0.8	0.5	-0.1	-0.2	16	4	0.3
NC(=O)CSC1=Nc2ccccc2C2=NC(CC(=O)NCc3cccs3)C(=O)N12 (stereo not drawn)
    -0.2	4	-1.2	/	/	-1.7	1	16	1.2
O=C(c1cc(-c2ccc(Cl)cc2)n[nH]1)N1CCc2ccccc2C1
    i	-1	0.5	-1.7	-0.8	-2.2	2	-2	0.2
O=C1CC(N2CCN(S(=O)(=O)c3ccccc3F)CC2)C(=O)N1c1ccccc1Cl (stereo not drawn)
    1.7	3	-0.4	-1.4	0.8	0.1	-2	5	-1.7
CC1(C(=O)NCc2cccc(Cl)c2)Cc2c(-c3cccc(C(N)=O)c3)ccnc2O1 (stereo not drawn)
    -0.5	3	/	7.1	1.2	-3.4	-1	10	/
CC(Nc1cc(N2CCN(C(=O)C(C)(C)C)CC2)ccc1[N+](=O)[O-])c1ccccc1 (stereo not drawn)
    i	-10	0.5	1.0	/	-3.9	1	9	1.0
O=C(CCNC(=O)c1ccccc1)NCC1CCCCC1
    -0.3	0	0.8	-1.6	0.8	0.2	-2	11	2.6
COCOCCn1cc(CN2CCS(=O)(=O)N(Cc3ccc(-c4ccc(Cl)c(Cl)c4)cc3)C(C(C)C)C2=O)nn1 (stereo not drawn)
    -0.5	2	/	0.4	0.6	-2.6	23	1	/
CCOC(=O)c1cc(C(=O)OCC)c(=O)[nH]c1N1CCCC1
    -0.3	-3	-0.5	/	1.7	0.8	4	30	0.4
COC(=O)c1ccccc1NC(=O)COC(=O)Cc1ccc(S(=O)(=O)N2CCOCC2)s1
    0.3	4	-1.7	-0.5	1.0	0.3	31	6	/
COc1ccc(NS(=O)(=O)c2cccc(NC(=O)COc3ccc(OC)cc3)c2)cc1
    -0.5	0	-0.4	/	0.1	-2.9	8	1	0.8
CC(=O)c1ccc(N2CCN(S(=O)(=O)c3cccc4nonc34)CC2)cc1
    0.4	0	/	3.5	1.1	-3.5	2	15	-2.9
Cc1ccc(S(=O)(=O)CC(O)COc2ccccc2C#N)cc1 (stereo not drawn)
    -0.3	4	-1.5	/	-1.6	-1.3	6	0	2.0
N#Cc1nc(Cc2ccccc2)oc1NCc1ccccc1Cl
    2.8	0	0.2	4.1	/	-2.3	34	1	3.7
COc1ccc(NC(=O)CN(C)S(=O)(=O)c2ccc3c(c2)CCC(=O)N3)c(OC)c1
    -0.3	4	-0.6	0.2	-9.6	0.8	-4	18	-0.1
Cc1c(C(=O)NCc2ccc3c(c2)OCO3)sc(=O)n1Cc1ccc(-c2ccccc2)cc1
    i	1	/	-1.4	0.4	-1.1	24	12	/
CCNC(=S)N(CCc1c(C)[nH]c2ccc(OC)cc12)Cc1cccnc1
    i	5	0.4	3.1	0.0	-1.4	17	2	1.6
C#CCN(C(=O)c1ccc(OC)c(OC2CCN(C(C)C)CC2)c1)C1CCCCC1
    -0.4	0	-0.7	-0.9	1.5	-2.1	1	-6	-0.8
Cn1c(SC2CCCCC2=O)nnc1-c1ccncc1 (stereo not drawn)
    i	-5	0.9	0.0	/	-3.3	-10	5	3.4
COc1ccc(CN2CCC(C(=O)N3CCN(c4ccccc4F)CC3)CC2)cc1OC
    i	0	-0.6	/	/	-0.6	7	-5	0.7
COc1ccccc1OC(C)C(=O)N1CCN(Cc2ccc3c(c2)OCO3)CC1 (stereo not drawn)
    -0.3	1	0.4	-0.9	-0.2	0.7	8	5	-1.9
COc1cc(OC)cc(-c2nnc(SCC(=O)NCc3cccs3)o2)c1
    -1.6	-2	-0.1	/	/	-2.4	9	-9	-1.7
On1nnc2ccccc21
    -0.6	-1	0.8	-2.7	2.0	0.1	-5	6	0.8
CN(C)S(=O)(=O)c1ccc(C(=O)N(c2ccccn2)c2ccccn2)cc1
    -6.6	-2	0.5	-0.8	/	-1.3	-6	-11	-2.3
CC(C)C(CO)N1CCN(Cc2ccccc2)CCC1=O (stereo not drawn)
    1.0	-5	0.7	-1.6	0.0	-3.9	-5	13	-2.4
Cc1ccc2nc(Nc3nc(CSc4nnc(C)s4)cc(=O)[nH]3)nc(C)c2c1
    -0.4	1	-0.3	/	1.6	-1.5	58*	4	-0.3
CCOc1ccccc1N1CCN(Cc2cccc(OC)c2OC)CC1
    i	-3	1.1	0.4	/	-1.0	24	10	-0.5
Cc1ccc([C@@H]2CC=C(C(=O)O)[C@H](c3ccccc3F)N2S(=O)(=O)c2ccc(C)cc2)cc1
    -0.8	1	-0.5	1.0	-0.2	-5.0	-2	-12	1.5

One compound at a time, from the list above. Screens in order: Vc quorum ag, Mtb FBA inh, PfHsp40 yeast, BioA inh, TcdB inh, FadD28 binding, Yp Topo-I inh, GDH-TPI inh, UGM FP inh
Profile of `On1nnc2ccccc21` → -0.6, -1, 0.8, -2.7, 2.0, 0.1, -5, 6, 0.8
Profile of `COc1cc(OC)cc(-c2nnc(SCC(=O)NCc3cccs3)o2)c1` → -1.6, -2, -0.1, /, /, -2.4, 9, -9, -1.7
Profile of `Cn1c(SC2CCCCC2=O)nnc1-c1ccncc1` (stereo not drawn) → i, -5, 0.9, 0.0, /, -3.3, -10, 5, 3.4

(next part)
Order of values – Vc quorum ag	Mtb FBA inh	PfHsp40 yeast	BioA inh	TcdB inh	FadD28 binding	Yp Topo-I inh	GDH-TPI inh	UGM FP inh
Cc1nc2ncnn2c(C)c1CCC(=O)Oc1ccccc1
    0.9	7	-0.4	3.4	/	2.3	4	-7	0.5
CN1C(=O)NC(c2ccc(O)cc2)C2=C1CN(c1ccccc1)C2=O (stereo not drawn)
    -2.3	3	-1.1	11	0.8	-1.3	-3	2	-1.5
Cc1ccccc1NC(=O)COc1ccc(Br)cc1CNCCCO
    2.6	0	1.0	/	2.7	-0.6	-16	11	1.9
CCNC(=O)C1CC(=O)N(Cc2ccc(F)cc2)C(=Nc2ccc(OC)cc2)S1 (stereo not drawn)
    -1.6	0	0.8	/	0.2	-1.6	20	9	-0.7
CCC(c1nnc(SCC(=O)Nc2nnc(-c3ccccc3)o2)o1)N(C)C (stereo not drawn)
    i	0	-1.3	0.9	/	0.2	5	6	-1.0
CCOC(=O)C1=C(C)N=C2c3ccccc3C(=O)C2C1c1ccc(Cl)cc1 (stereo not drawn)
    -1.1	2	0.3	/	/	0.5	2	18	1.8
Cc1ccc(C(=O)Nc2cccc(C(=O)NCc3ccccc3)c2)o1
    -0.4	1	-0.8	0.7	/	-0.8	2	5	0.5
O=C(c1ccco1)N1CCN(C(=O)c2cnn(-c3ccc(Cl)cc3)c2C2CCNCC2)CC1
    -0.3	1	-1.1	-1.0	-0.4	-3.2	0	-8	-1.5
CCN(C(=O)COC(=O)/C=C/c1ccc(OC(F)F)c(OC)c1)C1CCS(=O)(=O)C1 (stereo not drawn)
    i	10	0.1	-2.7	0.7	-3.4	-3	6	-0.8
Cc1ccc(C2N(c3ccc(Cl)cc3)C(=O)N3CCCN23)cc1 (stereo not drawn)
    0.5	-6	-1.7	-0.5	2.1	-1.7	9	12	-0.2
N#Cc1c(NC(=S)NC(=O)Cc2cccs2)sc2c1CCCCC2
    i	0	-0.1	-0.6	/	-1.7	5	7	-1.3
Cc1ccc(NC(=S)N(CCCN2CCCC2)Cc2cccn2Cc2ccc(Cl)cc2)cc1
    -0.3	3	-0.3	-1.2	1.2	-41	12	5	-0.6
O=C(Nc1c(C(=O)N2CCOCC2)cnn1-c1ccccc1)c1cccc(F)c1
    -0.1	-1	-1.2	-2.5	1.5	2.8	0	-5	-1.0
C(#CCN1CCOCC1)COCCOC(c1ccccc1)c1ccccc1
    i	-2	-1.0	-0.2	/	-1.7	21	-4	0.2
CC(=O)c1ccc(NC(=O)C2=CC(c3ccc4c(c3)OCO4)=NS(=O)(=O)N2C)cc1
    -0.4	2	-1.3	5.3	1.5	-0.1	-12	13	1.8
N/C(=N/O)c1nc(N2CCCCC2)nc(N2CCCCC2)n1
    i	-2	0.8	-1.7	/	-1.6	5	1	-1.6
Nc1nc(-c2cccc(NS(=O)(=O)c3ccccc3)c2)cs1
    i	-1	1.6	-0.9	/	-0.1	-2	4	0.0
COc1ccccc1N1CCN(C(=O)c2ccccc2Oc2ccccc2)CC1
    i	1	-0.4	1.7	/	-0.6	37	-4	0.8
CCCCn1c(N)c(N(CCOC)C(=O)c2ccc3c(c2)OCCO3)c(=O)[nH]c1=O
    -0.3	-1	-0.8	/	-1.3	-3.5	3	-3	-0.7
Cn1c(=O)c2[nH]c(C3CC3)nc2n(C)c1=O
    i	1	-1.2	/	1.7	-1.0	6	0	/
CCN1CCCC1CNCc1ccccc1OCc1ccc(F)cc1 (stereo not drawn)
    i	-1	1.0	-0.7	0.5	-3.0	0	10	2.9
CCCc1cc(=O)[nH]c(SCC(=O)Nc2cc(S(=O)(=O)N3CCCCC3)ccc2Cl)n1
    i	-1	-1.3	-5.0	1.2	-3.9	10	0	/
COc1cc2nc(SCc3ccc(Cl)cc3Cl)n(Cc3cccs3)c(=N)c2cc1OC
    i	-1	0.8	-0.8	/	-4.6	-11	-8	-1.8
CC(C)(C)CC(=O)Nc1nnc(SCC(=O)NCc2cccs2)s1
    -0.4	0	1.8	/	-1.2	-4.2	6	-5	-2.0
Cc1ccc(C(=O)/C=C/Nc2cccc(O)c2)cc1
    -4.2	2	-1.6	-1.9	/	-2.3	-5	20	-3.4
CC(C)C(C(=O)NCc1ccco1)N(C(=O)CNS(=O)(=O)c1ccccc1)c1ccccc1 (stereo not drawn)
    -0.2	-5	2.0	1.0	1.6	-2.4	-10	-6	3.2
CC(C)(C)c1nc(SCC(=O)Nc2ccc3c(c2)OCCO3)c2ccccc2n1
    i	2	-1.7	2.8	-1.9	-2.3	-1	10	-2.3
O=C(c1cc(COc2ccc(F)cc2F)on1)N1CC2C[C@@H]3CC1C[C@H](C2)C3
    0.5	-1	4.1	-1.3	0.9	0.1	22	11	0.0
CN(Cc1cccs1)C(=O)CNC(=O)c1ccco1
    i	-1	0.7	-1.3	0.8	-2.1	2	-2	1.0
CC1(NC(=O)Cc2c(F)cccc2Cl)CCS(=O)(=O)C1 (stereo not drawn)
    -2.0	1	-1.5	-1.7	-1.1	-2.1	-3	2	0.2
O=C(Nc1ccc(-c2ccc([N+](=O)[O-])cc2)cc1)c1ccccc1F
    -3.0	0	2.1	/	-0.1	-4.7	8	-2	-4.3
COc1ccc(SC[C@H](Cc2ccccc2)N2CC[C@@H](C(C)(C)C)CCC2=O)cc1
    -0.9	2	-0.2	-3.6	0.8	0.5	-2	8	-0.4
